MT stabilize HCS – stabilizes microtubules in HeLa cells. AID 2205. HeLa tubulin immunostaining HCS, 24 h; share of cells brighter than vehicle mean+2SD. % tubulin-high responders, % at 10 µM. 200,000 tested, 0.83% active;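 active = plate Z-score above 3 for both tubulin-high and condensed-nucleus cell shares, with cell loss under 80%, at 10 µM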;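 also: anti alpha tubulin signal scored within the nucleus-defined area of each cell; some results filed as inactive read as strong as hits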
T cell modulator – T cell immune modulation candidate. 2C CD8+ T cell-vesicle binding, flow cytometry; active compounds read low. calls only at 7 µM. 330,000 tested, 0.068% active;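 active = response, share of CD8 T cells binding vesicles, and their 90th percentile fluorescence all below set limits, cut at about 80% in these data, passing the limit was not always enough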
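Material: murine 2C transgenic CD8+ T lymphocytes / Also added: QL9-peptide-loaded Drosophila micro-vesicles bearing Ld, ICAM-1 and B7-1 / Schedule: binding step 1.5 h, 37 °C, antibody labelling 20 min, ice / Signal: flow cytometry, PE anti-B7-1 (FL2) versus Alexa647 anti-CD8 (FL8), PFA-fixed / Evaluation: percent CD8+ FL2 mean versus row control / Benchmarks: naked versus QL9-loaded vesicles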
WT yeast gro inh – growth inhibition of WT yeast, mitochondrial fusion screen; mitochondrial fusion phenotypic screen, WT strain; inhibition, % at 10 µM; 190,000 tested, 2.1% active; in the data active = inhibition above about 58%; tested in S. cerevisiae
Yfh1-depleted yeast – enhancers of respiration in Yfh1-depleted yeast, dose response, Friedreich's ataxia, plus single-dose screen (AID 1465). S. cerevisiae Yfh1-off respiration, WST-1 reduction, 72 h; higher fold induction means a stronger effect. one-dose fold induction at 50 µM; EC50 in µM for titrated hits. 220,000 tested, 0.074% active;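 active = fold induction of absorbance versus untreated yeast above a set limit, then at least 30% activation at any dose in follow-up; inconclusive = repeats straddling the limit, or above it without dose testing; inactive = fold induction below the set limit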;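 also: activators that raise dye reduction in frataxin-depleted yeast; strong numbers were not always called active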
M17LAP inhibition – P. falciparum M17LAP inhibitors, primary screen, biochemical, fluorogenic H-Leu-NHMec substrate, 1536-well (AID 1619); recombinant M17LAP, H-Leu-NHMec fluorogenic kinetic assay; higher % means a stronger effect; one-dose inhibition, % at 30 µM; IC50 in µM for titrated hits; 220,000 tested, 0.38% active;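 active = compound inhibiting the enzyme by more than half at any dose during confirmatory dose-response retesting; inconclusive = strong single-dose inhibitors picked by rank but not retested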;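 also: plate controls were full reaction with DMSO carrier for no effect and no enzyme background for full effect; strong numbers were not always called active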
b-catenin transl – alters nuclear translocation of beta-catenin in HeLa cells; immunofluorescence imaging; nuclear translocation activity, % at 5 µM; 190,000 tested, 0.3% active;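 active = nuclear translocation activity above 50% at 5 µM, with a well cell count of 50 or more; inconclusive = wells under 50 cells across six images, flagged as toxic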;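 also: per-cell ratio of nuclear to cytoplasmic median beta-catenin stain intensity; plate controls were DMSO negative control for no effect and GSK-3 inhibitor IX positive control for full effect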
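System: Human HeLa cells, endogenous beta-catenin | Compound dosing: 5 µM primary, 0.02–20 µM confirmation | Timing: 24 h compound exposure at 37°C, 5% CO2 | Measured by: Fluorescence imaging of beta-catenin antibody stain plus DAPI | Read-out basis: % activation of per-cell nuclear versus cytoplasmic median beta-catenin signal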
Autophagy HCS – autophagy modulation, high-content screen; MEF GFP-LC3 puncta imaging; test concentration mostly 10 µM; calls only at 10 µM (by protocol); 190,000 tested, 0.98% active; AID 463193;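 active = percentage of spot-positive cells more than 3 SD above its plate mean, without a fluorescence outlier flag or 80% toxicity; inconclusive = no clear call, values can overlap the other calls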;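 also: spot-positive cell cutoff set from DMSO-treated cells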
P. falciparum M1AAP – P. falciparum M1AAP inhibitors, biochemical, fluorogenic H-Leu-NHMec substrate, 1536-well (AID 1445). inhibition, % at 30 µM; hits with a dose series show IC50 in µM. recombinant M1AAP, H-Leu-NHMec fluorogenic kinetic assay; higher % means a stronger effect. 220,000 tested, 0.42% active;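 active = primary inhibition above the hit cutoff, then over 50% inhibition at one or more dose response concentrations, cut at about 23% in these data, passing the limit was not always enough; inconclusive = conflicting primary data, or primary hits not chosen for dose response; inactive = low primary inhibition, or under 50% at every dose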;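 also: plate controls were DMSO full reaction for no effect and no enzyme background for full effect; strong numbers were not always called active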
Dynein transport – dynein cargo transport inhibition | 3617.4 mouse cells, GR-EGFP nuclear translocation imaging; test concentration mostly 20 µM; stimulated with dexamethasone, 1 µM; active compounds read low | z-score, hits read low | 220,000 tested, 0.47% active | AID 1381;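 active = plate z-score of nuclear minus cytoplasmic receptor signal below a set negative limit, without overly bright fluorescence or cell loss, cut at about -3.5 in these data, passing the limit was not always enough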;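 also: z-score of nuclear minus cytoplasmic ring GR-EGFP intensity difference per well; some compounds called inactive have numbers as strong as hits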
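Buffer or medium: tet-free, stripped-serum medium; Also added: dexamethasone, 1.0 µM final; Technique: high-content fluorescence imaging after fixation; Times: 48 h induction, 1 h compound, 30 min dex at 37 °C; Read-out: per-cell GR-EGFP intensity, nucleus versus surrounding cytoplasmic ring, well-averaged.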
WT yeast gro inh mutant strain – second read-out of WT yeast gro inh, no call of its own (marks repeat the call); inhibition, %; mitochondrial fusion phenotypic screen, mutant strain inhibition
Dynein transport cytoplasmic EGFP – further read-out of Dynein transport, marked with its call; z-score; measured here: cytoplasmic GR-EGFP intensity; active compounds read high
Dynein transport nuclear GR-EGFP – second read-out of Dynein transport, no call of its own (marks repeat the call); z-score; measured here: nuclear GR-EGFP intensity;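 lower value marks the stronger effect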
Dynein transport cell count – also measured in Dynein transport; calls as there; z-score; measured here: cell count per field
b-catenin transl cell count 5 µM – second read-out of b-catenin transl, no call of its own (marks repeat the call); cell count; measured here: cell count, cytotoxicity flag
T cell modulator vesicle-bound % – further read-out of T cell modulator, marked with its call; double positive events, %; measured here: CD8+ vesicle-bound cell fraction;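 binding gate set so that unloaded-vesicle control wells show 10% double positive cells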
MT stabilize HCS Hoechst-high % – further read-out of MT stabilize HCS, marked with its call; % Hoechst-high responders; measured here: nuclear condensation Hoechst responders;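 share of cells brighter than vehicle mean plus two SD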
MT stabilize HCS cytotoxicity % – recorded beside MT stabilize HCS, whose call it bears; toxicity, %; measured here: cytotoxicity by cell density;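 0% = mean cell density of plate MIN control wells and 100% = no cells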
Autophagy HCS cell loss 18 h – second read-out of Autophagy HCS, no call of its own (marks repeat the call); toxicity, %; measured here: cell loss, nuclei count;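 cell loss after 18 h compound exposure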
Numbers without * were called inactive; i = inactive; ? = inconclusive; . = not tested or not shown. Compounds as they come, and some 4.4% of all compounds hit somewhere here.

Molecule	MT stabilize HCS	MT stabilize HCS Hoechst-high %	MT stabilize HCS cytotoxicity %	T cell modulator	T cell modulator vesicle-bound %	WT yeast gro inh	WT yeast gro inh mutant strain	Yfh1-depleted yeast	M17LAP inhibition	b-catenin transl	b-catenin transl cell count 5 µM	Autophagy HCS	Autophagy HCS cell loss 18 h	P. falciparum M1AAP	Dynein transport	Dynein transport cytoplasmic EGFP	Dynein transport nuclear GR-EGFP	Dynein transport cell count
Cc1ccnc2ccc(SC(F)(F)F)cc12	1.9	2.2	3.7	i	43	-1	7	i	1%	.	.	i	-39	13%	-0.073	-0.28	-0.06	0.2
Cc1ccc(S(=O)(=O)N2CCN(C(=O)c3ccc(OCc4c(C)noc4C)cc3)CC2)cc1	1.8	1.9	2.9	i	35	1	-7	i	0%	.	.	i	-9	6%	-0.47	-0.22	-0.078	0.26
CCOc1cc(C(=O)NC(C)C2CCCO2)cc(OCC)c1OCC (stereo unspecified)	4.3	2.3	6.6	i	28	4	14	i	-2%	-0.8	867	i	14	1%	-0.17	-0.29	0.47	0.18
O=C(OC1Cn2c(=O)ccc(=O)n2C1)c1ccccc1	1.4	2.8	5.0	i	32	-8	-18	i	-7%	1.1	510	i	-7	2%	-0.08	-0.32	-0.43	0.69
FC(F)(F)c1nc2ccccc2nc1N/N=C/c1c(Cl)cccc1Cl	3.8	2.3	5.6	i	58	19	27	i	-4%	2.8	1147	i	11	9%	0.75	-0.17	0.27	-0.75
Cn1c(CN2CCOCC2)nc2cc(NC(=O)c3ccc(Cl)cc3)ccc21	5.2	3.8	6.7	i	62	-12	-26	i	13%	2.5	709	i	21	8%	-0.52	-0.16	0.086	-0.53
COc1ccc(C(=O)Nc2nccs2)cc1OC	4.5	2.3	2.8	i	55	-16	11	.	13%	-2.0	1172	i	-6	11%	-0.97	-0.22	0.12	0.5
Cc1ccc(N(Cc2cc3cc(C)ccc3[nH]c2=O)S(=O)(=O)c2ccccc2)cc1	15	49	25	i	47	-9	4	i	3%	-0.9	1035	i	10	2%	-0.81	-0.26	-0.2	1.8
CCN(CC)c1ccc(/C=N/NC(=O)c2ccc3nc[nH]c3c2)cc1	.	.	.	i	27	.	.	i	7%	-0.4	1352	.	.	20%	0.81	-0.25	0.58	-0.62
CCc1cccc(C)c1NC(=O)CSc1nnc(CCCOc2ccc(Cl)cc2Cl)n1C	4.1	2.2	2.6	i	46	42	11	i	-4%	3.1	590	i	14	-1%	1	-0.26	0.11	-0.88
CC1Cc2cc(/C(O)=C3/C(=O)C(=O)N(CCN4CCOCC4)C3c3cccc(O)c3)ccc2O1 (stereo unspecified)	2.5	1.3	6.8	i	17	13	21	i	29%	1.2	1081	i	-4	6%	-0.27	-0.21	0.1	-0.42
COc1ccc(-n2nc(C(=O)N3CCCCC3)c3ccccc3c2=O)cc1	5.5	2.2	4.9	i	32	-10	-12	i	5%	-0.2	1051	i	-5	11%	1.4	-0.23	0.72	0.56
CCn1nc2cc(C(=O)NCCc3cccs3)ccc2c1OC	2.6	1.8	4.5	i	43	-7	9	i	-48%	-2.0	1343	i	5	6%	-0.025	0.94	0.67	0.51
O=C(NCC1CCCCC1)C12CN(Cc3ccccc3)CC1C(c1cccc([N+](=O)[O-])c1)=NO2 (stereo unspecified)	3.2	1.7	9.4	i	23	32	13	i	-2%	1.0	1002	i	-25	0%	-0.13	-0.19	0.28	0.43
COC(=O)NNC(=O)c1cccc(C)c1	2.6	1.6	12	i	26	-10	-2	i	9%	0.5	1404	i	-20	4%	0.67	-0.19	0.99	-0.023
CC1=NNC(=O)C1CCC(=O)N/N=C(\C)c1ccc(Cl)cc1 (stereo unspecified)	.	.	.	i	12	.	.	i	1%	0.6	1237	.	.	2%	-0.32	-0.23	-0.48	0.47
Cc1ccc(NC(=O)CN(C)S(=O)(=O)c2cccc3cccnc23)c(C)c1	.	.	.	i	25	.	.	i	3%	2.3	1209	.	.	1%	0.46	-0.26	0.65	-0.051
COCCCNS(=O)(=O)c1ccc2c3c(cccc13)C(=O)S2	2.0	2.4	3.2	i	16	-1	-11	i	-4%	-1.9	487	i	13	11%	-0.41	-0.25	-0.58	-0.38
Cc1ccccc1-c1nc(CN(C)C(C)c2ccon2)c(C)o1 (stereo unspecified)	3.2	1.3	1.6	i	37	-12	-15	i	5%	-3.3	1111	i	-16	-1%	0.18	-0.18	0.12	0.21
Fc1cccc(Cc2noc(CN3CCN(C4CCc5ccccc5C4)CC3)n2)c1 (stereo unspecified)	1.5	1.5	5.6	i	55	26	11	i	0%	1.0	998	i	17	-4%	1.8	-0.017	1.5	-2
C/C(=N\NC(=O)c1cccs1)C(C)(C)C	7.0	3.4	12	i	44	-6	-12	i	16%	.	.	i	-11	9%	1.7	-0.19	0.99	-1.1
CCc1ccc(/C=C\C(=O)N2CCc3ccccc3C2)cc1	4.0	1.1	2.6	i	52	-4	10	.	25%	.	.	i	-17	10%	1.3	-0.19	-0.32	-0.96
COc1ccc2c(c1OC)C(=O)N(c1ccc(O)cc1)C2=O	2.2	2.4	1.4	i	24	-17	-12	i	0%	-1.1	1141	i	23	3%	-0.067	-0.27	0.0073	0.22
COc1cccc(NC(=O)CSc2nnc(Cc3cccs3)n2-c2ccc(C)cc2)c1	3.0	2.2	7.5	i	2	0	-12	i	0%	-0.1	863	i	-3	10%	2.4	-0.25	1.1	-1.2
Cc1cc(NS(=O)(=O)c2ccc(NS(=O)(=O)c3ccc(CC(C)C)cc3)cc2)nc(C)n1	2.6	2.5	4.4	i	39	2	5	i	0%	2.4	841	i	11	14%	0.76	-0.25	0.69	0.22

Molecule	MT stabilize HCS	MT stabilize HCS Hoechst-high %	MT stabilize HCS cytotoxicity %	T cell modulator	T cell modulator vesicle-bound %	WT yeast gro inh	WT yeast gro inh mutant strain	Yfh1-depleted yeast	M17LAP inhibition	b-catenin transl	b-catenin transl cell count 5 µM	Autophagy HCS	Autophagy HCS cell loss 18 h	P. falciparum M1AAP	Dynein transport	Dynein transport cytoplasmic EGFP	Dynein transport nuclear GR-EGFP	Dynein transport cell count
CCOC(=O)c1[nH]cnc1C(=O)Nc1ccccc1	4.5	3.4	8.4	i	19	-2	-4	i	0%	-1.3	1017	i	6	20%	0.55	-0.25	-0.075	0.4
NS(=O)(=O)c1ccc(N/N=C/c2ccccc2C(=O)O)c([N+](=O)[O-])c1	2.7	2.9	3.9	i	58	-15	6	?	19%	-0.2	1106	i	2	9%	-0.2	-0.25	0.27	0.4
O=C(NCc1cccs1)c1ccc([N+](=O)[O-])cc1	3.8	2.2	3.8	i	52	-9	-28	i	9%	-1.2	1041	i	5	0%	0.67	-0.24	0.21	-0.59
CC(=O)c1nc(-c2ccccc2)sc1C	2.6	3.4	3.9	i	38	-35	-9	i	-9%	1.1	987	i	-5	1%	-0.62	-0.18	-0.23	0.36
O=C(Cn1cc([N+](=O)[O-])cn1)NCc1ccco1	2.4	1.8	12	i	44	-2	-4	i	-7%	-3.9	1094	i	-2	1%	0.49	0.15	0.86	-0.44
COc1cccc(C(=O)c2c[nH]c(C(=O)NCCCN(C)C)c2)c1	2.1	1.5	6.1	i	34	6	1	i	1%	0.6	1363	i	-22	-3%	-0.78	-0.3	-0.29	1
CN1C(=S)SC(N(O)C(=O)NC2CCCCC2)C1(C)C (stereo unspecified)	5.2	3.4	8.8	i	40	16	4	i	3%	0.7	1080	i	-12	7%	-0.47	-0.33	-0.48	1
COc1ccc(-c2nnc3ccc(SCC(=O)Nc4nc5ccccc5s4)nn23)cc1OC	5.0	1.2	11	i	38	9	28	i	4%	-3.4	1142	i	4	7%	-0.18	-0.24	-0.25	0.12
CCOC(=O)COc1c(Cl)cc(C2NC(=S)NC(c3ccccc3)=C2C(C)=O)cc1OCC (stereo unspecified)	4.9	2.1	8.1	i	21	24	12	i	-2%	-0.3	985	i	23	2%	0.53	-0.22	0.053	-0.2
O=C(CSc1ncc(-c2ccccc2)[nH]1)Nc1cccc(O)c1	2.6	2.6	5.4	i	49	4	6	i	2%	.	.	i	-11	17%	0.44	-0.22	1	0.025
O=C(NCc1ccncc1)C1CCN(S(=O)(=O)Cc2ccccc2)CC1	0.9	1.3	11	i	22	9	13	i	0%	3.4	871	i	5	22%	-0.62	-0.1	-0.36	0.18
CC(C)COc1ccc(Cc2cnc(N)nc2N)cc1	2.0	0.9	7.7	i	30	14	27	i	-4%	.	.	i	-21	4%	2.8	0.43	1.7	-1.3
